# TRHR enhancer = allosteric enhancers of human TRH receptor. P34981. TRHR cells, fluo-8 calcium fluorescence, EC20 TRH enhancement. enhancement, % at 2 µM. 360,000 tested, 0.66% active. AID 493056; in the data active means enhancement above about 30%; further: 0% is about no effect
#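 Enhancer read-out: after compound pinning and an initial kinetic agonist-mode read, an EC20 of TRH (10 nM final) was injected and fluo-8 calcium signal (Ex 480/Em 530) followed at 1 s/cycle for 100 cycles in TRHR-expressing cells.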
# TrxR1 inh = rat TrxR1 inhibition. O89049. recombinant rTrxR1, NADPH fluorescence consumption, selenite substrate. Potency, µM (highest dose often 114 µM), for inactives: at the highest dose activity change, negative = inhibition, most hits filed as inhibitors. 390,000 tested, 1% active. AID 588453; further: potency means the concentration at half of the fitted maximal effect; on the % scale 0 is the no-effect control and ±100 the full control effect; nearly all actives have a fitted effect of over 65% in size
#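 Rat TrxR1 (90 nM in the dispensed reagent) was pre-reduced with 400 uM NADPH for 5 min at room temperature, then incubated with compound for 15 min. After 400 uM selenite was added, NADPH fluorescence (Ex 340/Em 450 nm) was followed for 8 min.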
# Pin1 inh = blocks the human prolyl isomerase Pin1 | Q13526 | Pin1 FP peptide displacement, HiFluor488, 10 min | Potency, µM (top dose mostly 115 µM), inactives show at the highest dose activity, negative = inhibition, usual class: inhibitors | 390,000 tested, 0.009% active | AID 504891; active means well fitted inhibition curve with a large enough effect in the polarisation, with a control signal flat, not every such curve was filed as active; inconclusive means small, poorly fitted or top-dose-only effect, or effect the other way, or a change in a side signal; inactive means no such curve, though single readings can be large or run the other way; the % refers to the polarisation; further: potency means the concentration at half of the fitted maximal effect; on the % scale 0 is the no-effect control and ±100 the full control effect
# Target sequence (Q13526 whole entry, looked up): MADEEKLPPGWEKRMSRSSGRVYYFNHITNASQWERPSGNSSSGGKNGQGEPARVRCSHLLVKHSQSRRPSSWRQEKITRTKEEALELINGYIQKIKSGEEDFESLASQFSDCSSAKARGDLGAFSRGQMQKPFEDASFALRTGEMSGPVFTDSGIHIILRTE
# USP1-UAF1 inh = blocks the human USP1/UAF1 deubiquitinase complex; Potency, µM (top dose mostly 57.1 µM), inactives show top-dose activity change, negative = inhibition, hits mostly inhibitors; recombinant USP1/UAF1, Ub-Rhodamine cleavage fluorescence; 390,000 tested, 0.23% active; O94782; further: potency means the concentration at half of the fitted maximal effect; on the % scale 0 is the no-effect control and ±100 the full control effect; nearly all actives have a fitted effect of over 60% in size; inactives centre near -12
# Target sequence (O94782 whole entry, looked up): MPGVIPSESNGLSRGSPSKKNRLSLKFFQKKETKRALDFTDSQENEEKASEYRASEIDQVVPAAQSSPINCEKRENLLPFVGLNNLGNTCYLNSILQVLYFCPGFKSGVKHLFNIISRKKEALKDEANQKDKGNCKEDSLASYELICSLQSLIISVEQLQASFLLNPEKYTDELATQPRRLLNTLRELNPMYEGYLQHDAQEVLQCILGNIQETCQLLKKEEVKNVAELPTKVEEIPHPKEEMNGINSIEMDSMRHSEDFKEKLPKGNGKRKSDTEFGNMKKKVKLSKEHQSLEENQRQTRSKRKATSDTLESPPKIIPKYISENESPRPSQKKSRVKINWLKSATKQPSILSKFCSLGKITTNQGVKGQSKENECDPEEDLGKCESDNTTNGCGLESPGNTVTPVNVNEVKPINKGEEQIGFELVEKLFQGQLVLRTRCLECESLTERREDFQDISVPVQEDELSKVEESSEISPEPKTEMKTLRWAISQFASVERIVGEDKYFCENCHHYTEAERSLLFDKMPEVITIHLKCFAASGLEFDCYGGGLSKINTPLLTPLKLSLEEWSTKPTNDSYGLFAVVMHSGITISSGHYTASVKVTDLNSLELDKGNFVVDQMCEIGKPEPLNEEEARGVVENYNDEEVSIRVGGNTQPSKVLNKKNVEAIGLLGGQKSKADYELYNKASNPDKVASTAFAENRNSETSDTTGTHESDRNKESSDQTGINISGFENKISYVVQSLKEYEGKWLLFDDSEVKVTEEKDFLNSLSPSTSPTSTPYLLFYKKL
#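 USP1/UAF1 complex (1 nM) preincubated 15 min at room temperature with compound, then Ub-Rho substrate (150 nM final) added. Kinetic fluorescence at 480/540 nm over 6 reads at 60 s intervals; 50 mM HEPES pH 7.8, 0.5 mM EDTA, 0.1 mg/ml BSA, 1 mM TCEP, 0.01% Tween-20.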
# TrxR1 substrate = substrates of rat thioredoxin reductase 1; Potency, µM (titrated, usually from 114 µM), for the others: top-dose activity change, negative = substrate turnover; purified TrxR1 substrate turnover, NADPH consumption readout; AID 588456; O89049; 390,000 tested, 0.01% active; further: potency means the concentration at half of the fitted maximal effect; on the % scale 0 is the no-effect control and ±100 the full control effect; nearly all actives have a fitted effect of over 50% in size
#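 Rat TrxR1, dispensed at 90 nM, was prereduced with 400 uM NADPH (final) for 5 min at ~22 deg C, then incubated with compound 15 min before 400 uM selenite. A first-read NADPH fluorescence drop versus no-compound background flagged substrates.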
# D2 ag = D2 dopamine receptor (human) agonism | P14416 | HEK293 T-REx D2 cells, calcium flux agonist mode | activation, % at 2 µM | 340,000 tested, 0.53% active | AID 485358;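 active means activation over 3 SD above normal in the single-dose calcium agonist read, cut at about 30% in these data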; further: 0% is about no effect
#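 Agonism is scored from calcium flux in a force-coupled, inducible HEK293 cell line expressing D2, read kinetically for 180 s after compound addition against dopamine controls.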
# mIDH1 inhibitor = blocks human mutant IDH1 R132H enzyme; O75874; IDH1-R132H enzyme, NADPH consumption, diaphorase/resazurin fluorescence; Potency, µM (series often up to 76.6 µM), for inactives: at the top dose activity change, negative = inhibition, usual class: inhibitors; 390,000 tested, 0.093% active; AID 602179; further: potency means the concentration at half of the fitted maximal effect; on the % scale 0 is the no-effect control and ±100 the full control effect; nearly all actives have a fitted effect of over 65% in size
#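 IDH1-R132H (0.5 ug/mL) preincubated 30 min with compound, then NADPH (0.016 mM) and alpha-KG (2 mM) added; 80 min at RT, pH 7.5. Remaining NADPH coupled via diaphorase/resazurin to fluorescence (540/590 nm); concentration-response curves normalized to no-enzyme control.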
# TRHR agonist = agonists of human TRH receptor. TRHR cells, calcium flux fluo-8, FDSS agonist mode. activation, % at 2 µM. 360,000 tested, 0.18% active; in the data active means activation above about 30%; further: 0% is about no effect
#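 In this calcium-flux screen, cells bearing human TRHR are dye-loaded with fluo-8, baselined for 10 cycles, then exposed to library compounds; positive kinetic calcium responses during the agonist phase mark hits, with TRH as control.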
# D2 antag = antagonists of human D2 dopamine receptor | AID 485344 | P14416 | HEK293 TREx D2 cells, calcium flux, dopamine EC80 | 340,000 tested, 2% active | inhibition, % at 10 µM; in the data active means inhibition above about 30%; further: 0% is about no effect
#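 Antagonism is scored as inhibition of an EC80 dopamine-evoked calcium signal in a force-coupled, tetracycline-inducible HEK293 T-REx D2 line, with compound present 180 s before agonist.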
# Numbers without * were called inactive; ? = inconclusive; nt = no result given; [ ] = another dose, or the depositor's remark. Unless noted, the call rests on the fitted dose curve; in most records, active means well fitted inhibition curve with a large enough effect; inconclusive means small, poorly fitted or top-dose-only effect; inactive means no such curve, though single readings can be large or run the other way. An excerpt; the hit share may differ from the screen's.
SMILES,TRHR enhancer,TrxR1 inh,Pin1 inh,USP1-UAF1 inh,TrxR1 substrate,D2 ag,mIDH1 inhibitor,TRHR agonist,D2 antag
O=C(NC1CCCCCC1)C1C2C=CC3(CN(Cc4cccnc4)C(=O)C13)O2 (centres undefined),-2,6%[57.1 µM],-5%,-19%,6%[57.1 µM],0.3,3%,1.0,0
CCn1c(SCC(=O)Nc2cccc(C)c2)nc2c(c1=O)SC(C)C2 (centres undefined),1,15%,0%,-32%,0%,-2.3,15%,0.7,12
CCC(CC)n1[nH]c(=O)cc1N,-2,?,0%,-18%,-4%[57.1 µM],1.6,4%,1.2,-4
COc1ccc(F)cc1C(=O)C1CCCN(C(=O)Cc2c(C)noc2C)C1 (centres undefined),-6,27%,1%,-14%,5%,0.5,-10%,-0.4,10
Cc1ccc2c(c1)c(=O)c(C(=O)c1ccc3c(c1)OCO3)cn2Cc1cccc(F)c1,4,9%,70%[activator],-20%,3%,0.4,-16%,0.5,nt
CCN(CC)C(=O)[C@H]1CC(CC(=O)NCC23CC4CC(CC(C4)C2)C3)C(=O)N2CCc3c([nH]c4ccccc34)[C@]12C (some centres undefined),nt,13%,-2%,?,-6%,nt,-17%,nt,nt
Cc1cccc(-c2nnc(SCC(=O)Nc3ccc(C)c(C)c3)o2)c1,-2,26%,22%,-13%,-2%,-1.6,3%,0.6,nt
CCC1c2ccc(C)n2CCN1C(=O)Nc1ccccc1OC (centres undefined),8,?,?,-22%,13%[57.1 µM],0.0,6%,-0.2,29
COc1cccc(C2C(=O)N(C3CCCCC3)CC(=O)N2CCc2ccc(OC)c(OC)c2)c1 (centres undefined),-2,15%[57.1 µM],-3%,0%,5%[57.1 µM],-0.5,-10%,-0.8,nt
CNC(=O)CO/N=C/c1ccc(N(C)C)cc1,-9,0%,5%,-25%,-1%,5.8,-1%,0.3,-23
O=C1c2ccccc2C(=O)C1C(=O)C1CC1,nt,-6%[57.1 µM],0%,-13%,-2%,nt,9%,nt,nt
O=C(N/N=C/c1cc2c(cc1Cl)OCO2)c1ccncc1,-1,-3%,-12%,-12%,-5%,-0.3,4%,-0.3,10
O=C(NCCc1ccccc1)C1CCC(CNc2c(N3CCCCC3)c(=O)c2=O)CC1 (centres undefined),0,4%,3%,-25%,-2%,-0.2,5%,0.1,8
Cc1cc2c(cc1S(=O)(=O)CCC(=O)NC1CCCCC1C)OCC(=O)N2 (centres undefined),3,26%[57.1 µM],-5%,1%,-8%[57.1 µM],nt,-2%,-0.9,nt
Cc1ccc(-c2cc3ncc(C#N)c(N)n3n2)cc1,10,35%[57.1 µM],15%,?,7%[57.1 µM],-1.6,12%,-1.4,-4
CCOc1ccccc1CNC(=O)c1ccc2nc(Cc3ccc(OC)cc3)oc2c1,0,30%[57.1 µM],25%,-7%,-2%[57.1 µM],-0.2,30%,1.1,nt
O=C(Oc1ccc(C(=S)N2CCOCC2)cc1)c1ccccc1F,1,10%,4%,-18%,2%,0.3,15%,0.6,-17
COc1ccc(/C=N/NC(=O)CC2N=C(Cc3ccccc3)NNC2=O)cc1OC (centres undefined),6,20%,-2%,-13%,-1%,2.0,10%,0.0,-3
Clc1ccc(CN(CC2CCCO2)C(c2cccs2)c2nnnn2C2CCCC2)cc1 (centres undefined),4,19%,7%,-12%,9%,-0.2,-3%,-0.4,-3
COc1ccccc1/C=C1\C(=O)Nc2ccccc21,41*,-2%,4%,-20%,-5%,0.1,29%,0.5,1
O=C(O)C1=C(OCc2ccccc2)C(=O)NCC1,-3,20%[57.1 µM],2%,-15%,8%[57.1 µM],nt,-5%,0.7,nt
Cn1c(=O)cc(SCC(=O)NCCc2ccc(Cl)cc2)c2cc(Cl)ccc21,0,26%,-3%,-3%,-2%,0.6,0%,-0.2,nt
CCN(CC)c1nn2c(=O)c(C(=O)NCc3ccccc3Br)cnc2s1,-2,11%[57.1 µM],-5%,-23%,28%[57.1 µM],1.4,17%,0.0,nt
Cc1cccc(NC(=O)c2sc3nc4c(cc3c2N)CN(C(C)C)CC4)c1,3,14%,24%,-14%,-2%,1.9,0%,0.7,nt
COc1cc(C(=O)Nc2nc(C)cc(C)n2)cc(OC)c1OC,2,5%,34%[activator],0%,2%[57.1 µM],0.5,18%,0.1,-3
CC1CCCN(CCOCCOc2ccc(Cl)cc2Br)C1 (centres undefined),-14,-3%,1%,-6%,5%,0.6,6%,15,83*
Cc1cc(F)ccc1NC(=O)C1CCC(CNS(=O)(=O)c2ccc3c(c2)CCCC(=O)N3)CC1 (centres undefined),-1,20%[57.1 µM],-12%,-15%,7%[57.1 µM],0.2,3%,0.2,nt
COc1cc2c(cc1OC)C(C)N(C(=O)c1cccs1)CC2 (centres undefined),-3,5%[57.1 µM],-2%,-20%,-6%,1.3,5%,0.9,-9
CCOC(=O)c1cc(OC(=O)c2cc(OC)cc(OC)c2)n(-c2ccccc2)n1,6,22%,26%,-20%,9%,nt,21%,-0.2,nt
OCCNc1nc2ccccc2n1CCN1CCCCC1,3,14%[57.1 µM],1%,-22%,8%[57.1 µM],0.3,1%,0.2,6
COc1ccc(/C=C/c2ccccc2)cc1[C@H]1[C@H]2C=CC[C@@H](C)[C@@H]2C(=O)N1Cc1ccccc1,-2,28%,3%,?,29%,-0.7,5%,0.7,-5
O=C(CCCCn1cnc2c(=S)nc[nH]c21)Nc1ccc(C(=O)O)c(O)c1,nt,-32%,0%,-9%,12%,nt,0%,nt,nt
Cc1nc(N2CCOCC2)[nH]c(=O)c1C,2,20%,0%,-19%,8%,-0.3,14%,-1.6,14
COc1ccc(NS(=O)(=O)c2cccc3cccnc23)cc1OC,-4,-2%[57.1 µM],1%,-2%,-4%[57.1 µM],0.6,9%,1.2,17
Cc1ccc2nsnc2c1NC(=O)c1ccc([N+](=O)[O-])o1,11,10%[57.1 µM],2%,-19%,6%[57.1 µM],5.3,-2%,-0.4,-16
CCCCC(=O)Nc1c(C(=O)N2CCN(c3ccccc3F)CC2)oc2ccccc12,-2,15%,6%,-7%,-3%,-0.4,-6%,-1.2,nt
Cc1ccc(C)c(N2CCN(C(=O)c3cc4sccc4n3C)CC2)c1,-1,13%,1%,-16%,10%,0.3,11%,-0.1,-22
NC(=O)CCn1ccc2ccccc21,6,11%,-3%,-12%,-6%,-0.3,4%,-0.2,7
NC(=O)N=Nc1c2[nH]c3ccccc3nc-2c2ccccc12,0,25%,?,-14%,2%,0.0,-5%,-0.4,-13
COC(CNC(=O)CNC(=S)N(CCCN1CCOCC1)Cc1cccs1)OC,-12,9%[57.1 µM],2%,-7%,-8%,3.3,2%,0.2,15

# Random excerpt: 2 compounds from above, in no set order.
SMILES,TRHR enhancer,TrxR1 inh,Pin1 inh,USP1-UAF1 inh,TrxR1 substrate,D2 ag,mIDH1 inhibitor,TRHR agonist,D2 antag
O=C(CCCCn1cnc2c(=S)nc[nH]c21)Nc1ccc(C(=O)O)c(O)c1,nt,-32%,0%,-9%,12%,nt,0%,nt,nt
COc1ccc(/C=C/c2ccccc2)cc1[C@H]1[C@H]2C=CC[C@@H](C)[C@@H]2C(=O)N1Cc1ccccc1,-2,28%,3%,?,29%,-0.7,5%,0.7,-5

# Carrying on.
SMILES,TRHR enhancer,TrxR1 inh,Pin1 inh,USP1-UAF1 inh,TrxR1 substrate,D2 ag,mIDH1 inhibitor,TRHR agonist,D2 antag
CCn1c(CCNC(=O)c2cccs2)n[nH]c1=S,8,-27%,-1%,-1%,-8%,-2.7,4%,-0.6,-10
Cc1ccc(C)c(C(=O)Cn2ncc(Cl)c(Cl)c2=O)c1,7,?,2%,-1%,1%,-0.7,7%,-0.3,-1
CCN(c1ccc(OC)cc1)S(=O)(=O)c1nnc(NC(=O)COc2ccc(C)cc2)s1,-2,-14%,5%,-1%,0%,0.2,-5%,-0.3,13
Cc1ccc(N(Cc2cc3ccc(C)cc3[nH]c2=O)C(=O)c2ccco2)c(C)c1,0,?,10%,-8%,0%,0.1,-1%,1.4,7
Cc1c(CCC(=O)NC2CC2)c(=O)oc2c(C)c(O)ccc12,2,?,-4%,-20%,511%[activator],nt,-6%,-0.4,nt
COc1cccc(/C=C/C(=O)NNC(=O)c2ccncc2)c1OC,-1,13%,-1%,-14%,-4%,0.4,-9%,0.1,-35
COc1ccc(NC(=O)COC(=O)C(NC(=O)c2ccc(C)cc2)C(C)C)cn1 (centres undefined),nt,-9%,?,?,-2%,nt,9%,nt,nt
Cc1nnc(N/N=C/c2c(Cl)cccc2Cl)n1N,-4,13%[57.1 µM],17%,-20%,-20%[57.1 µM],0.0,16%,-0.2,4
Cc1cc(C(=O)Nc2ccc3c(c2)OCO3)no1,-6,12%,0%,-25%,-2%,0.1,2%,1.2,10
COCCNS(=O)(=O)c1cc(-c2nn3c(C)nnc3c3ccccc23)ccc1C,3,4%,-2%,-18%,1%,0.9,nt,0.0,nt
Nc1ccccc1-c1ccc([N+](=O)[O-])cc1,nt,16%,-8%,?,2%,nt,5%,nt,nt
COc1cccc(OCCn2cc(C(=O)c3ccco3)c3ccccc32)c1,-1,-17%,29%,?,11%,nt,4%,-0.6,nt
N/C(CCCN1CCCCC1)=N/O,0,-3%,0%,-18%,0%,0.1,7%,0.6,11
CSc1ncc(C(=O)N2CCN(c3ccc(Cl)cc3)CC2)c(C)n1,7,7%,13%,-11%,-2%,-0.8,21%,-0.8,nt
O=C(NCc1ccc(Cl)cc1)C(=O)Nc1cccc(Br)c1,3,2%,9%,-18%,-1%,-0.3,20%,-1.6,nt
O=C(NC(=S)NNS(=O)(=O)c1ccccc1)c1ccccc1[N+](=O)[O-],8,?,-19%,-23%,-7%[11.4 µM],1.4,10%,0.5,-17
O=C(NCc1cccnc1)C(C(=O)c1ccc(F)cc1)n1ccccc1=O (centres undefined),2,4%,-1%,-4%,-3%,-0.7,0%,0.5,0
CN(CC(=O)Nc1ccc(Cl)c(C(F)(F)F)c1)C(=O)c1cccs1,1,7%[57.1 µM],-5%,-14%,0%[57.1 µM],0.2,4%,0.0,14
